Compound activity: PubChem, several laboratories
LEDGF integ inh: blockers of LEDGF/p75-dependent integrase strand transfer – biochemical, TR-FRET, high throughput, primary screen. HIV-1 integrase (with human LEDGF/p75). TR-FRET IN-LEDGF/p75 DNA integration, Eu/Cy5. inhibition, % at 3.7 µM. 370,000 compounds, 0.64% hits. AID 743269, 2014;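 active means inhibition above the screen-wide mean plus 3 SD, cut at about 13% in these data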;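 further: signal is the Cy5 over europium emission ratio at 671 and 618 nm; 0% = plate median of compound wells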
rCAG RNA binder: binders of r(CAG) RNA repeats, primary screen, biochemical, fluorescence; inhibition, % at 3 µM; 370,000 compounds, 1.3% hits; r(CAG) RNA repeat, TO-PRO-1 dye displacement fluorescence; AID 651821, 2012;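 active means inhibition above the plate cutoff, the mean of all test compounds on that plate plus 3 SD, cut at about 35% in these data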;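 further: 0% = DMSO alone and 100% = 100 µM mitoxantrone as full dye displacement; higher means more dye released from RNA so lower well fluorescence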
HTRA1 inhibitor: HTRA1 serine protease inhibitors, primary screen, biochemical, fluorescence polarization, HTS; Q92743; recombinant HTRA1, FP-rhodamine activity-based probe; inhibition, % at 5.96 µM; 340,000 compounds, 0.5% hits; AID 504803, 2011; in the data active means inhibition above about 36%;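 further: 0% = enzyme with DMSO and 100% = wells lacking enzyme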
PG9 Ab binder: binders of HIV-1 gp120 antibody PG9, primary screen, biochemical, TR-FRET; inhibition, % at 6.7 µM; TR-FRET gp120-PG9 antibody binding; 360,000 compounds, 0.43% hits; HIV-1 gp120 / PG9 antibody interaction; AID 624416, 2012; in the data active means inhibition above about 8.5%
TDP2 absorb: human TDP2 enzyme inhibitors, primary screen, biochemical, epi absorbance, recombinant enzyme; Tyrosyl-DNA phosphodiesterase 2 (Homo sapiens), O95551; T5PNP hydrolysis, p-nitrophenol absorbance 415 nm; inhibition, % at 12.8 µM; 370,000 compounds, 0.34% hits; AID 720702, 2013;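 active means inhibition above the mean of all tested compounds plus 3 SD, set per campaign, cut at about 25% in these data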;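 further: 0% = DMSO with enzyme and 100% = buffer with substrate but no TDP2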
Target sequence (O95551 whole entry, looked up): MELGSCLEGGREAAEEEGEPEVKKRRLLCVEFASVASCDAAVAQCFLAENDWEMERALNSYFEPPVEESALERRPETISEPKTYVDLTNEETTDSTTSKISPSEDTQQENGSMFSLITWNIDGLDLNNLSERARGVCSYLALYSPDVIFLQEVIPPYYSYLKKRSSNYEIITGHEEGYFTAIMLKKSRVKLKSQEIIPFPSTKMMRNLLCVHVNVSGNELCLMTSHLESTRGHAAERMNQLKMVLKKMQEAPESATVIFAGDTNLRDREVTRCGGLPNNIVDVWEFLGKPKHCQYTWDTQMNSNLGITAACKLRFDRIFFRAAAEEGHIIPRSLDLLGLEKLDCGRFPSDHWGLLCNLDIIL
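System: recombinant human TDP2 / Amount: 120 nM TDP2 per well / Also added: 5 mM T5PNP chromogenic substrate / Doses: 12.8 µM single point, 1% DMSO / Incubation: 2 h at 37 °C / Detection: p-Nitrophenol epi absorbance / Evaluation: % inhibition relative to enzyme-containing and enzyme-free wells / Repeats: singlicate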
mABHD4 FP: ABHD4 inhibitors, primary screen, biochemical, fluorescence polarization, mouse; AID 720543, 2013; purified mABHD4, FP-Rh probe fluorescence polarization; inhibition, % at 8.92 µM; 370,000 compounds, 0.54% hits;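 active means inhibition exceeding the mean over every tested compound plus 3 SD, cut at about 30% in these data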;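 further: 0% = plate median of compound wells and 100% = S159A mutant with DMSO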
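System: mouse ABHD4 enzyme, wild type / Medium: HEPES pH 7.0, NaCl, Pluronic buffer / Reagent: FP-Rh activity-based fluorescent probe / Control set: S159A mutant high control, sample median low control / Detection: fluorescence polarization with parallel and perpendicular emission, 525/598 nm / Schedule: 45 min + 60 min at 25 °C / Compound dosing: 8.92 µM, single dose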
Rev-erbA mod: modulators of Rev-erb alpha DNA binding, primary screen, biochemical, FITC-DNA, fluorescence polarization, uHTS | Nuclear receptor subfamily 1 group D member 1 (Homo sapiens), P20393 | Rev-erbα–FITC-DNA binding, 90 min | activity, % at 10 µM | 370,000 compounds, 0.79% hits;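 active means activity above about 14%, limit read from the data; passing the limit was not always enough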;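 further: 0% = DMSO wells with 35 nM protein and 100% = DMSO wells with 750 nM protein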
TCR-CD3 inh: inhibitors of human TCR-CD3 interaction, primary screen, biochemical, fluorescence, TAMRA-labeled TCR probe; T-cell receptor (TCR); AID 651800, 2012; inhibition, % at 9.4 µM; 360,000 compounds, 0.37% hits; in the data active means inhibition above about 19%;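 further: recombinant mutant TCR 2C K166C tagged with TAMRA read by polarization; 0% = receptor in buffer alone and 100% = receptor with positive control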
SIAE primary: human SIAE inhibitors, primary screen, biochemical, fluorescence polarization, FP-Rh probe, 1536-well HTS. Sialate O-acetylesterase (Homo sapiens), Q9HAT2. inhibition, % at 9.66 µM. AID 1053197, 2014. 370,000 compounds, 0.69% hits. SIAE FP-Rh probe binding;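 active means inhibition above a cutoff: mean of compounds within the control limits plus 3 SD of those, cut at about 17% in these data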;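 further: 0% = plate median of compound wells and 100% = probe without SIAE protein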
Target sequence (Q9HAT2 whole entry, looked up): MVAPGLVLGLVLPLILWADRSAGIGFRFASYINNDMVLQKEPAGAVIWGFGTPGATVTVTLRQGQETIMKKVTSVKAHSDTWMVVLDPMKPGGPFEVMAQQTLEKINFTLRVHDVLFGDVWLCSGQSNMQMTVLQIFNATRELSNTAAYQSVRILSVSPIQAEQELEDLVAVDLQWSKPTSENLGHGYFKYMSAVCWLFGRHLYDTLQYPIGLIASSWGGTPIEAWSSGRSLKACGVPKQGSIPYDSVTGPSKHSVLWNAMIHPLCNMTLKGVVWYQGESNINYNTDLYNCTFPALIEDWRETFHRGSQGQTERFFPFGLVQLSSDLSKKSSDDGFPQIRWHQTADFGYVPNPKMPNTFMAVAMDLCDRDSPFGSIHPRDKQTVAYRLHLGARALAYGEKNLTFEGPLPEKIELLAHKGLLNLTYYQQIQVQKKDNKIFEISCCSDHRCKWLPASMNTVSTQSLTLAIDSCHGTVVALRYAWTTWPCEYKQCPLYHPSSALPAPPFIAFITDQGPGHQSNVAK
PRMT1 inh: PRMT1 methyltransferase inhibitors, primary screen, biochemical, fluorescence polarization. Protein arginine N-methyltransferase 1 (Homo sapiens), Q99873. recombinant PRMT1, activity-based probe fluorescence polarization. inhibition, % at 2.79 µM. 370,000 compounds, 1.3% hits;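 active means inhibition above about 21% made by adding two undisclosed values, limit read from the data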
The depositor's hits bear a star; nt = no result given.

SMILES	LEDGF integ inh	rCAG RNA binder	HTRA1 inhibitor	PG9 Ab binder	TDP2 absorb	mABHD4 FP	Rev-erbA mod	TCR-CD3 inh	SIAE primary	PRMT1 inh
CCCCCCC(c1c(C)n(C)n(-c2ccccc2)c1=O)c1c(C)n(C)n(-c2ccccc2)c1=O	0	-3	-4	0.1	3	4	3	2	-5	3
O=[N+]([O-])c1cccnc1N1CCC(c2cc(-c3ccc(Cl)cc3Cl)n[nH]2)CC1	3	3	-56	0.3	10	-32	7	-5	-35	1
CS(=O)(=O)N(Cc1ccc(C(=O)N2CCc3ccccc3C2)cc1)c1ccccc1	-4	-5	0	-0.8	5	3	4	-9	-2	2
CCCCC(=O)N(C)c1c(C)nc2ccc(C(=O)N(C)Cc3ccco3)cn12	2	-1	nt	-1.4	-16	-4	-3	0	4	1
Cc1ccc(NC(=O)CC2S/C(=N/N=C3\CCCc4ccccc43)NC2=O)cc1 (stereo not given)	-3	42*	-47	-0.3	-1	-41	0	5	-15	-2
OCCC1CN(Cc2cccc(-n3cccn3)c2)CCN1Cc1ccccc1 (stereo not given)	4	-9	-4	-0.1	-8	0	0	4	0	-2
CCCCCC(=O)N1C[C@@H](n2cc(C3CC3)nn2)[C@H](O)C[C@@H]1c1ccc(OC)cc1	3	3	2	-2.2	-1	0	7	1	3	-1
CC[N+]1=CN(c2ccccc2)C(C)=CC1(C)C	0	2	4	-2.5	-4	0	8	0	2	1
COC(=O)C1=C(C(=O)OC)[C@@H]2N(C)c3ccccc3[C@@]23C[C@@H](CO)N(C(=O)c2cccs2)C3=N1	1	-1	-3	-2.6	0	-2	-3	3	-2	-2
CCOC(=O)Cc1cnc(NC(=O)NC(C(=O)OCC)(c2ccccc2)C(F)(F)F)s1 (stereo not given)	-4	-3	-7	-0.8	-8	-14	-1	2	0	-3
Cc1ccc(OCCNC(=O)CCNS(=O)(=O)c2ccc(Br)cc2)cc1	-4	-3	-5	1.0	3	-2	-5	3	0	-1
COC(=O)NC1c2ccccc2Oc2ccc(C)cc21 (stereo not given)	0	0	0	1.9	8	4	-1	-4	-1	6
O=C(NCc1ccccc1)C(c1ccncc1)N(C(=O)c1csnn1)C1CC1 (stereo not given)	-1	-2	4	0.6	-2	-2	-1	-2	-3	3
Fc1ccc2c(-c3cccc(C(F)(F)F)c3)c(-c3ccccc3)ncc2c1	1	-1	-5	-0.8	4	-7	-1	-5	-5	1
COc1ccccc1CN1C(=O)c2cccc3cccc(c23)C1=O	0	1	-13	-2.2	4	7	17	-4	-28	0

Pulled one by one from the entries so far (2):
SMILES	LEDGF integ inh	rCAG RNA binder	HTRA1 inhibitor	PG9 Ab binder	TDP2 absorb	mABHD4 FP	Rev-erbA mod	TCR-CD3 inh	SIAE primary	PRMT1 inh
COC(=O)C1=C(C(=O)OC)[C@@H]2N(C)c3ccccc3[C@@]23C[C@@H](CO)N(C(=O)c2cccs2)C3=N1	1	-1	-3	-2.6	0	-2	-3	3	-2	-2
CCCCCCC(c1c(C)n(C)n(-c2ccccc2)c1=O)c1c(C)n(C)n(-c2ccccc2)c1=O	0	-3	-4	0.1	3	4	3	2	-5	3

Next section.
SMILES	LEDGF integ inh	rCAG RNA binder	HTRA1 inhibitor	PG9 Ab binder	TDP2 absorb	mABHD4 FP	Rev-erbA mod	TCR-CD3 inh	SIAE primary	PRMT1 inh
COC(=O)c1ccc(Oc2ccc(C(C)(C)C)cc2)c([N+](=O)[O-])c1	2	-3	5	0.3	-7	4	6	0	6	-1
Cn1c(CCCNC(=O)c2cccs2)nc2ccccc21	-2	-2	3	-0.9	11	1	5	-4	-8	2
Cc1cc(C)c2nc(SCCc3ccccc3)nc(C)c2c1	2	-2	-7	-1.8	0	-3	5	-3	3	2
CC1(C)OC(=O)C2=C(CC(CCc3ccccc3)OC2c2ccccc2)O1 (stereo not given)	-5	-3	-1	-2.0	-4	-4	0	5	3	0
O=C(CCN1C(=O)c2ccccc2C1=O)c1cnc[nH]1	9	3	nt	-0.6	-8	-17	3	-3	-4	-3
COc1ccc(N2C(=O)CC(Sc3nc(C)cc(C)n3)C2=O)cc1OC (stereo not given)	-2	-4	6	0.4	4	2	-1	1	4	0
CN(CCC#N)c1ncnc2scc(-c3ccccc3)c12	3	-4	-1	-0.9	10	-2	5	-2	1	-1
CCN(CC)c1cc(C)c2cc(NC(=O)c3ccccc3F)ccc2n1	3	-1	-5	-2.7	-11	2	2	1	4	-2
O=C(CC(c1ccccc1)c1cc(Br)ccc1O)NCCN1CCOCC1 (stereo not given)	3	-3	-5	-0.1	-6	-10	2	2	7	-1
CCOC(=O)C(=O)Nc1ccc(S(=O)(=O)Nc2ncccn2)cc1	0	1	3	-2.6	10	1	-4	9	6	-1
CCC1CCc2sc(C(=O)NC3CCN(Cc4ccccc4)CC3)cc2C1 (stereo not given)	5	-4	-16	-3.0	-8	6	5	3	-2	-2
COc1ccc(Cl)cc1N(CC(=O)NC(C)(C)C)S(=O)(=O)c1ccc(C)c([N+](=O)[O-])c1	-3	2	2	-2.0	-11	4	1	3	0	-4
COc1ccc(C2C(C(C)=O)=C(O)C(=O)N2CCc2c[nH]c3ccccc23)cc1 (stereo not given)	2	6	6	2.2	4	4	4	-10	18*	-3
CC(C)CCN1C(=O)c2ccc(-c3nc4ccccc4c(=O)o3)cc2C1=O	2	2	-3	-1.3	-1	2	2	2	7	-1
COC(=O)CSc1cc(SCC(=O)OC)c(C#N)c(SCC(=O)OC)c1	1	4	0	-2.6	-15	11	-12	4	-5	4
C=CCN1C=C2C(=O)C(C)(OC(=O)C3CCCC3)C(=O)C=C2C=C1c1ccsc1 (stereo not given)	6	11	19	-2.9	-4	14	4	10	0	17
O=C(/C=C/c1ccc([N+](=O)[O-])cc1)NCCc1ccccc1	1	-2	1	-3.6	14	-2	-4	-1	-1	3
CCOc1c(Cl)cc(C(=O)NCCN2CCCCC2)cc1Cl	0	-4	1	-0.3	-2	3	3	-4	2	-4
CCn1c(CC(=O)Nc2ccccc2C)nnc1SCC(=O)NC1CCCC1	-5	-1	-2	-1.1	2	5	0	2	6	1
CCC(C(=O)OC)n1cnc2scc(-c3ccc(C)cc3)c2c1=O (stereo not given)	3	-5	-4	-0.7	-14	-3	3	3	-7	3
CC(=O)c1cccc(NC(=O)N2CCC(C(=O)c3ccc(F)cc3)CC2)c1	0	0	-7	-0.8	-1	3	2	2	-3	1
COc1cc(C(=O)O)nc(OC)n1	-3	3	2	0.0	10	2	0	-4	-5	2
O=C1NC(=O)C(Cc2ccccc2)(c2cccnc2)N1 (stereo not given)	-2	-2	-6	0.9	3	-5	8	-7	2	5
CN1CCN(C(=O)C[C@H]2C[C@H]3c4cc(NC(=O)NC5CCCCC5)ccc4O[C@H]3[C@@H](CO)O2)CC1	-2	4	0	-0.9	-4	4	-1	-9	6	0
Cc1ccc(NC(=O)CS(=O)CC(=O)NC(C)CCc2ccco2)cc1Cl (stereo not given)	-2	3	1	2.3	7	3	1	0	1	-1
COc1ccc(Br)cc1S(=O)(=O)Nc1ncn[nH]1	-2	1	2	-0.2	-10	6	1	0	-5	0
Cc1onc(-c2ccccc2)c1C(=O)Nc1nnc(C(C)C)s1	3	-5	2	-1.3	13	-5	-2	3	-6	-3
COc1ccc(C(=O)COC(=O)C(CC(C)C)N2C(=O)c3ccccc3C2=O)cc1 (stereo not given)	0	0	-19	-0.4	-6	-6	5	6	1	-2
O=C(NCc1ccccc1)[C@@H]1CCCN1C(=O)[C@H]1CCCN1C(=O)c1cccc(Cl)c1	-3	-1	nt	-0.8	6	0	5	5	3	-4
CCN1CCN(c2cc(C)c3cc(NC(=O)c4cncc(Br)c4)ccc3n2)CC1	1	-3	-19	1.4	1	3	-2	0	7	-6

Shown with bars between the fields: part of the list above.
compound | LEDGF integ inh | rCAG RNA binder | HTRA1 inhibitor | PG9 Ab binder | TDP2 absorb | mABHD4 FP | Rev-erbA mod | TCR-CD3 inh | SIAE primary | PRMT1 inh
CCCCCCC(c1c(C)n(C)n(-c2ccccc2)c1=O)c1c(C)n(C)n(-c2ccccc2)c1=O | 0 | -3 | -4 | 0.1 | 3 | 4 | 3 | 2 | -5 | 3
COC(=O)C1=C(C(=O)OC)[C@@H]2N(C)c3ccccc3[C@@]23C[C@@H](CO)N(C(=O)c2cccs2)C3=N1 | 1 | -1 | -3 | -2.6 | 0 | -2 | -3 | 3 | -2 | -2
CC1(C)OC(=O)C2=C(CC(CCc3ccccc3)OC2c2ccccc2)O1 (stereo not given) | -5 | -3 | -1 | -2.0 | -4 | -4 | 0 | 5 | 3 | 0
CCC(C(=O)OC)n1cnc2scc(-c3ccc(C)cc3)c2c1=O (stereo not given) | 3 | -5 | -4 | -0.7 | -14 | -3 | 3 | 3 | -7 | 3
COc1ccccc1CN1C(=O)c2cccc3cccc(c23)C1=O | 0 | 1 | -13 | -2.2 | 4 | 7 | 17 | -4 | -28 | 0
Cc1ccc(OCCNC(=O)CCNS(=O)(=O)c2ccc(Br)cc2)cc1 | -4 | -3 | -5 | 1.0 | 3 | -2 | -5 | 3 | 0 | -1

Next section.
SMILES	LEDGF integ inh	rCAG RNA binder	HTRA1 inhibitor	PG9 Ab binder	TDP2 absorb	mABHD4 FP	Rev-erbA mod	TCR-CD3 inh	SIAE primary	PRMT1 inh
COc1cc(/C=N/NC(=O)c2cccc([N+](=O)[O-])c2)ccc1OC(=O)c1ccco1	0	1	8	-1.1	4	-2	0	4	-5	-3
OC(Cc1cccnc1)(c1ccccc1)c1ccccc1	-1	-1	-6	0.0	10	0	-1	0	3	0
CCOc1ccc(N=C2NC(=O)SC2CC(=O)OC)cc1 (stereo not given)	1	0	4	-3.4	2	0	-2	0	3	-3
N#CC1=C(N)Oc2cc(N)ccc2C1c1ccc(Cl)cc1 (stereo not given)	5	8	10	0.5	-6	4	6	-4	-3	3
Cn1cc(S(=O)(=O)N2CCC(C(N)=O)CC2)c(=O)n(C)c1=O	7	1	0	0.2	2	-5	-6	3	-3	-1

Some of the compounds tested; count on the stated rates, not on these rows.
